# RMI FANCM FP: inhibitors of human RMI core complex binding to FANCM MM2. Fluorescence polarization, RMI core complex with F-MM2 peptide; hits give low values. FP signal (polarization) at 33 µM. actives 0.58% (n = 70,000); in the data active means FP signal below about 40; further: inactives centre near 61; strong numbers were not always called active; unit not given here
# * marks the source's active call; other numbers are inactive results; & = joins results of further samples.
SMILES | RMI FANCM FP
Cc1ccc(C)c(-c2csc(NC(=O)c3cccc(S(=O)(=O)C(C)C)c3)n2)c1 | 55
O=C(O)CCCN1C(=O)c2cccc3c(O)ccc(c23)C1=O | -65
N#CCOc1ccc2nonc2c1 | 52
Cc1cc(NC(=O)c2cccc(S(=O)(=O)C(C)C)c2)n(C(C)C)n1 | 68
O=C(/C=C/c1ccccc1)Nc1ccc2scnc2c1 | 56
O=C(Nc1nc(-c2ccc(Cl)cc2)cs1)C1CCN(S(=O)(=O)c2ccc(Cl)cc2)CC1 | 53
COCCN1CCC(CNC(=O)c2ccco2)CC1 | 73
Cc1cn(C(=O)c2snnc2C)nc1-c1cccs1 | 54
O=C(CCCN1C(=O)/C(=C/C=C/c2ccccc2)SC1=S)Nc1nccs1 | 59
COc1ccc(-c2cc(=O)n(CC(=O)N3CCc4ccccc4C3)cn2)cc1 | 68
Cc1ccc2c(c1)N(C)C(=O)c1cc(NC(=O)c3cccs3)ccc1O2 | 60
CC(=O)Nc1cccc(NC(=O)CSc2nc(CC(=O)Nc3ccc4c(c3)OCCO4)cs2)c1 | 61
O=[N+]([O-])c1ccc(S(=O)(=O)c2ccccc2)nc1S(=O)(=O)c1ccccc1 | 59
CC(C)(C)C(=O)Oc1ccc(OCc2ccccc2)cc1 | 73
NCCCCCCNC1=C(Cl)C(=O)c2ccccc2C1=O | 95
CCOc1cccc(NC(=O)c2ccc(S(=O)(=O)N3CCCCCC3)cc2)c1 | 57
O=C(Cn1cnc2c([nH]c3ccccc32)c1=O)N1CCN(c2ncccn2)CC1 | 60
CN(C)c1ccc(NC(=S)NCc2csc3ccccc23)cc1 | 53
CCN(CC)CCN(C(=O)c1ccc2c(c1)OCCO2)c1nc2cc(OC)c(OC)cc2s1 | 77
Nc1ncnc(NNC(=O)CNC(=O)COc2ccc(Cl)cc2)c1[N+](=O)[O-] | 60
O=C(NCCCn1ccnc1)C(=O)NCc1ccccc1Cl | 51
CCOC(=O)c1c(NC(=O)CSc2n[nH]c(N)n2)sc2c1CCCCC2 | 74
COc1cc(/C=C(\C#N)c2nc(-c3ccc(F)cc3)cs2)cc(OC)c1OC(C)=O | 60
CC(NCCc1ccc(O)cc1)C(O)c1ccc(O)cc1 (stereo not drawn) | 62
CCc1ccc2nc(N3CCN(C(=O)c4ccccc4NS(=O)(=O)c4ccc(C)cc4)CC3)sc2c1 | 60
COc1ccc(Cn2c(=O)oc3ccc(Cl)cc32)cc1OC | 61
CS(=O)(=O)c1ccc2nc(NC(=O)c3ccc4ccccc4c3)sc2c1 | 87
CC12CCC(C(=O)N3CCCC3)(c3nc4ccccc4nc31)C2(C)C (stereo not drawn) | 58
CCc1ccc(S(=O)(=O)Cl)s1 | 73
C#CCn1c(=NC(=O)c2ccc(OC)cc2OC)sc2cc(C(=O)OCC)ccc21 | 69
CCn1nccc1C(=O)N1CCN(c2nc3c(C(C)C)cccc3s2)CC1 | 68
Cc1[nH]c2ccccc2c1C(O)c1cccnc1 (stereo not drawn) | 57
COc1ccc(-c2nnsc2N2C(=O)c3ccccc3C2=O)cc1 | 54
O=C1N/C(=N/O)S/C1=C/c1ccc([N+](=O)[O-])cc1 | 61
CC(C)(C)C(=O)N1CCc2ccc(NS(=O)(=O)c3cccs3)cc21 | 67
COc1ccc(OCC2c3cc(OC)c(OC)cc3CCN2C(=O)c2c(F)cccc2Cl)cc1 (stereo not drawn) | 96
CC(C)c1ccc(NC(=O)C(=O)NCC2CCN(Cc3cccs3)CC2)cc1 | 69
O=c1c2nc(N3CCOCC3)sc2c(-c2ccccc2)nn1CCc1ccccc1 | 62
CCOc1ccc(OCCNC(=O)c2cccc(C(F)(F)F)c2)cc1 | 62
Cc1cc(-c2onc(C)c2COC(=O)c2ccccc2)no1 | 59
O=C(O)/C=C/C(=O)Nc1ccc(N2CCOCC2)nc1N1CCOCC1 | 48
COc1ncccc1C(=O)NC(CCSC)C(=O)O (stereo not drawn) | 55
CCCCNC(=O)Cc1ccc(-n2c(=O)c3ccccc3n(Cc3cccc(F)c3)c2=O)cc1 | 70
CN1CCCc2cc(C(CNS(=O)(=O)c3ccccc3Cl)N(C)C)ccc21 (stereo not drawn) | 57
Cc1cc2ccccc2n1CCNC(=O)C(=O)c1cn(CC(=O)N2CCOCC2)c2ccccc12 | 55
COc1ccc2[nH]c(C(=O)N3CCC(Cc4ccccc4)CC3)cc2c1 | 58&56
O=C(c1cccs1)N1CCN(C(=O)C2CCCCC2)CC1 | 60
Cc1cnc2n(c1=O)C(CC(=O)NCCc1c[nH]c3ccccc13)CS2 (stereo not drawn) | 57
Cn1cc(Cl)c(/C=C(\C#N)C(N)=O)n1 | 60
Cc1c(CC(=O)NNS(=O)(=O)c2ccccc2C(F)(F)F)sc2ccc(Cl)cc12 | 58
CC(C)c1ccc(NC(=S)N=C(N)N)cc1 | 59
COc1cc2nc3sc(Nc4ccc(Cl)cc4)nn3c(=O)c2cc1OC | 110
COc1ccc(-c2[nH]ncc2/C=C(\C#N)S(C)(=O)=O)cc1 | 53
Cc1cc(C)nc(SCC(=O)NN=Cc2ccc(N(C)C)cc2)n1 | 66
Cc1ccc(Cc2nnc(NC(=O)c3cccc(SC(C)C)c3)o2)c(C)c1 | 64
O=C(Nn1cnc2c(cnn2-c2ccc(F)cc2)c1=O)c1ccccc1C(F)(F)F | 63

# (further entries)
SMILES | RMI FANCM FP
Cc1cccc(-c2noc(-c3sc4ncn(CC(=O)N5CCCC5)c(=O)c4c3C)n2)c1 | 63
COc1ccc(-c2ccc(=O)n(CCNC(=O)Nc3ccc(C)c(F)c3)n2)cc1 | 72
CC(C)(C)c1ccc(OCC(=O)Nc2ccc3c(c2)N(C(=O)C2CCCO2)CC3)cc1 (stereo not drawn) | 67
Cc1cc2ccccc2n1CCNS(=O)(=O)c1ccc(Cl)cc1 | 34
O=C1NC(C(F)(F)F)(C(F)(F)F)N=C2SCCN12 | 55
CCCc1cc(=O)n(CC(=O)NC(C)C)c(-n2nc(C)cc2C)n1 | 56
CC(=O)Nc1ccc(SCCCC(=O)Nc2nc3ccc(C)cc3s2)nn1 | 64
CCOC(=O)Cn1c(-c2cccs2)nc(-c2ccccc2)c1-c1ccccc1 | 58
CCOC(=O)c1ccc(NC(=O)/C(C#N)=C/c2cc(OC)ccc2O)cc1 | 61
CNC(=S)N(Cc1cccnc1)Cc1ccc(Cl)cc1Cl | 54
CCN1C(=O)/C(=C2/C(=O)N(CC(=O)Nc3c(C)n(C)n(-c4ccccc4)c3=O)c3ccccc32)SC1=S | 62
N#CC(Cc1ccccc1)Sc1ccccc1 (stereo not drawn) | 62
CC(NC(=O)c1csc(Nc2ccc(S(C)(=O)=O)cc2)n1)c1ccccc1 (stereo not drawn) | 61
Cc1ccccc1Cn1cnc2c(cnn2CCNC(=O)CC2CCCC2)c1=O | 68
O=C(Cc1csc(SCc2ccc(Br)cc2)n1)NCc1ccc2c(c1)OCO2 | 92
Cc1ccc(C)c(CC(=O)N=c2sc3c(Cl)ccc(C)c3n2C)c1 | 60

# Next structures:
Molecule	RMI FANCM FP
CCCCc1ccc(NC(=O)c2ccccc2C)cc1	57
O=C(CSc1nnc(Cc2ccccc2)o1)NCC1CCCO1 (stereo not drawn)	72
COC(=O)Cn1c(=NC(=O)CSCC(=O)Nc2cc(C)on2)sc2ccccc21	61
COc1cc(OC)cc(C(=O)NCCCc2ccc(N(C)C)cc2)c1	72
Cc1ccc(/C=N\NC(=O)C(C)(C)Oc2ccc(Cl)cc2)o1	57
CCCc1cnc2c(c1SCC(=O)NCc1ccc3c(c1)OCO3)c(=O)n(C)c(=O)n2C	52
CC1=CC(=O)C2C(C)(C)CCC[C@]2(C)[C@@]1(O)CCc1ccoc1 (stereo partly drawn)	65
C=CCN1C(=O)C(C)(C)COc2cc(NC(=O)c3c(-c4ccccc4Cl)noc3C)ccc21	53
CC(=O)Oc1ccc2c(c1)Oc1cc(OC(C)=O)ccc1C21OC(=O)c2ccccc21	500
O=C(Cc1cc(=O)[nH]c(SCc2cccc(Cl)c2)n1)Nc1cccnc1	50
O=S(=O)(NCC(c1cccs1)N1CCc2ccccc21)c1ccccc1 (stereo not drawn)	56
Cc1ccc(N2CCCS2(=O)=O)cc1NS(=O)(=O)C(C)C	63
NC(=O)c1ccccc1NC(=O)Cc1csc(NC(=O)Nc2ccc(Cl)cc2)n1	57
COc1ccccc1CNC(=O)Cn1cccc(-c2nc(-c3ccc(Cl)cc3)no2)c1=O	124
CCc1nnc(-c2ccc(NC(=O)COc3ccccc3F)cc2)o1	68
Cc1cc(C)nc(N2CCN(c3ncnc4c3oc3ccccc34)CC2)n1	67
O=C(NCCc1ccc(F)cc1)c1nnn(-c2ccccc2)c1CSc1ncccn1	76
COc1ccc(S(=O)(=O)N2CCCCC2)cc1C(=O)Nc1ccccn1	60
Cc1onc(-c2ccccc2)c1C(=O)Nc1ccc(OC(=O)c2c(-c3ccccc3)noc2C)cc1	60
CC(NS(=O)(=O)c1cccc(Cl)c1)C(=O)Nc1ccccc1F (stereo not drawn)	73
CCOC(=O)c1nn(-c2ccccc2Cl)cc(Sc2nnc(C(F)(F)F)n2C)c1=O	53
O=C(Cn1cnc2c([nH]c3ccccc32)c1=O)NC1CCN(Cc2ccccc2)CC1	114
Cc1cc(NC(=O)c2ccc(-c3ccccc3)cc2)n(C)n1	67
CC(C)C(=O)N1CCc2ccc(NC(=O)c3cccc(C(F)(F)F)c3)cc2C1	73
COc1ccc(F)cc1S(=O)(=O)NCCN1CCOCC1	63
NC(=O)c1ccsc1NC(=O)C1CCCN1S(=O)(=O)c1ccc(Cl)s1 (stereo not drawn)	53
COc1ccc(Cl)cc1S(=O)(=O)Nc1ccc2c(c1)CCC(=O)N2CCC(C)C	66
O=C(c1ccccc1)N1CCc2ccc(NS(=O)(=O)Cc3ccc(Cl)cc3)cc2C1	65
COc1cc2c(cc1OC)C(C)N(C(=O)c1ccccc1)CC2 (stereo not drawn)	54
O=S(=O)(CCl)N1CCOCC1	58
O=C(Nc1ccccc1-c1nc2ccccc2s1)c1cccc(C(=O)Nc2ccccc2-c2nc3ccccc3s2)n1	63
Cc1nnsc1C(=O)NN(C)c1cnc2ccccc2n1	49
CCOc1ccc(C(=O)Nc2ccc(-c3ccc(NC(=O)c4ccc(OCC)cc4)c(OC)c3)cc2OC)cc1	62
COc1cccc(NC(=O)Cn2nc(-c3ccc(F)cc3)c3sc(N4CCCC4)nc3c2=O)c1	70
Cc1ccc(C2=NN(S(C)(=O)=O)C(c3cn(-c4ccccc4)nc3-c3cccs3)C2)cc1 (stereo not drawn)	94
CCOc1cccc2cc(-c3csc(NC(=O)c4ccnn4C)n3)oc12	66
CS(=O)(=O)c1cccc(C(=O)Nc2nnc(-c3ccno3)o2)c1	56
CC(NC(=O)/C=C/c1ccc2c(c1)OCO2)c1ccccc1 (stereo not drawn)	61
O=C(Nc1ccon1)NC1CC(=O)N(c2ccc(F)cc2)C1 (stereo not drawn)	58
C(=C\c1ccccc1)/CSc1ccccn1	56
O=C(CSc1nnc(-c2cccnc2)n1-c1ccccc1)N1CCN(c2ccccn2)CC1	67
N#Cc1ccccc1NC(=O)C(=O)NCc1ccsc1	70
COc1cccc2cc(C(=O)Nc3nnc(-c4ccc(SC)cc4)o3)oc12	32*
O=C(Nc1sc2c(c1C(=O)NCC1CCCO1)CCC2)c1cc(-c2ccccc2)on1 (stereo not drawn)	69
COC(=O)C1=C(C)NC2=C(C(=O)CC(c3ccco3)C2)C1c1ccc2c(c1)OCO2 (stereo not drawn)	50
COC(=O)c1cn(NC(=O)CCn2c(=S)oc3ccccc32)c(=O)c2ccccc12	60
Cc1ccc(-n2cc(C(=O)N3CCCCC3)nn2)cc1C	59
COc1cc2c(cc1OC)C(COc1cccc(C(F)(F)F)c1)N(C(=O)c1cccc(OC)c1OC)CC2 (stereo not drawn)	79
COc1ccc(C)c2sc(NC(=O)C3CCCN(S(C)(=O)=O)C3)nc12 (stereo not drawn)	66
OCCN1C[C@H](O)[C@@H](O)[C@H](O)[C@H]1CO	60
CC(=O)Nc1ccc(S(=O)(=O)N2CCCCC2)cc1Cl	55
CCc1cccc(CC)c1N(COC)C(=O)CN1c2ccccc2NC1CC (stereo not drawn)	58
CS(=O)(=O)Nc1ccc(Cl)cc1	60
COC(=O)Cc1c(C)nc2c(-c3ccccc3)c(C)[nH]n2c1=O	63
COS(C)(=O)=O	57
CCOC(=O)c1cc(CC)sc1NC(=O)CSc1ccc(Cl)cc1	60
NC(=O)c1ccccc1NC(=O)CCCn1nc(-c2ccc(F)cc2)ccc1=O	73
COc1ccc(-c2cc3c(SCC(=O)Nc4nccs4)nccn3n2)cc1	87
COc1ccccc1N1CCN(C(=O)CC2CSc3ncc(C)c(=O)n32)CC1 (stereo not drawn)	65
COc1ccc(N=CC2=C(Cl)c3cc(F)ccc3OC2)cc1	68

# An excerpt; the hit share may differ from the screen's.
